HSF1 inhib – HSF1 inhibition; NIH3T3-HGL HSE-luciferase, MG132-induced, luminescence 8 h; active compounds read low; activity change, negative = inhibition, % at 7.5 µM (by protocol); 0.77% of 300,000 active; AID 2098;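 active means more than half of replicate wells show activity change below -50%, luminescence cut by over half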;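 further: luciferase reports HSF-1 transcriptional activity via heat shock element; 0% = median of DMSO wells and -100% = zero luminescence signal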
AI-2 QS mod – modulates the Vibrio harveyi AI-2 quorum sensing system | Vibrio harveyi JMH597 AI-2 luminescence/OD600 ratio, 9 h; active compounds read low; strain lacks LuxN and CqsS sensors; 0 = neutral-control median | 0.4% of 300,000 active | AID 2094 | activity change, % at 7.5 µM; in the data active means activity change below about -75%, passing the limit was not always enough;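 further: luminescence divided by OD600 gain over 9 h not by final OD600 alone; inactives centre near 13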
HSP90 refold inh – inhibitors of HSP90 luciferase refolding in rabbit reticulocyte lysate. luciferase refolding luminescence, 3 h. inhibition, % at 5.6 µM. 0.91% of 290,000 active;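 active means inhibition above the screen-wide mean plus 3 SD, computed separately per campaign, cut at about 16% in these data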;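 further: 0% = DMSO wells and 100% = 60 µM geldanamycin wells; inhibitors lower the luminescence because luciferase stays unfolded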
GSK3beta inhib – blocks human GSK3beta kinase activity | P49841 | GST-GSK3beta kinase, ADP-Glo luminescence, 60 min; active compounds read low | activity score (negative = inhibition), % at 10 µM | 0.038% of 300,000 active | AID 2097;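 active means more than half of replicate wells score below -50%, meaning over 50% inhibition versus plate controls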;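 further: 0% = median DMSO wells and -100% = median GW8510 positive control wells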
Target sequence (P49841 whole entry, looked up): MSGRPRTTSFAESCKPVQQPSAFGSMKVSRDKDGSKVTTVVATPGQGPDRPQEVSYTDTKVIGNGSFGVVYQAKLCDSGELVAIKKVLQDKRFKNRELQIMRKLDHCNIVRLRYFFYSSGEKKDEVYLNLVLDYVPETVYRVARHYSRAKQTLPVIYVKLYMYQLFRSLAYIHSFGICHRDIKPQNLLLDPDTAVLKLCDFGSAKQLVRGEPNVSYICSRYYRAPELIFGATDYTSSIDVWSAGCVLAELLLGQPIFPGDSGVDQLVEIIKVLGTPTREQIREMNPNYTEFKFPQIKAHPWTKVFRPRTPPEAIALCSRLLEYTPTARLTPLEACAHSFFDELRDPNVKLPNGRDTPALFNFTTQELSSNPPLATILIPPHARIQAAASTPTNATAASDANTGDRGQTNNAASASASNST
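Test system: GST-fused GSK3beta enzyme, cell-free | Quantity: 1.6 ng GST-GSK3beta enzyme per well | Reagent: 25 µM ATP with peptide substrate | Schedule: 60 min enzyme reaction, room temperature | Signal: Luminescent ADP-Glo measurement of ADP formed | Read-out basis: Score relative to plate controls | Control set: DMSO and 20 µM GW8510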
PolyA inh – yeast polyadenylation inhibition. S. cerevisiae SKY197-pL101 polyadenylation reporter, beta-gal luminescence; efflux-impaired pdr1/pdr3 knockout yeast; score 100 = 6 SD above DMSO. calls only at 12 µM. 0.02% of 300,000 active. AID 1875;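 active means lowest replicate activity score at least 50, where 100 means six control SD above control mean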;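 further: yeast exposed to compound for 9 h at 30 °C; higher score means more reporter readthrough which indicates perturbed polyadenylation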
KLF5 inh – suppresses KLF5 promoter-driven expression. DLD-1 KLF5 promoter-luciferase reporter, luminescence. inhibition, % at 5 µM. 0.23% of 290,000 active. AID 1700;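 active means inhibition above a per-plate limit of that plate's mean compound inhibition plus 3 SD, cut at about 60% in these data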;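 further: 0% = DMSO wells and 100% = LY294002 at 200 µM; higher means less KLF5 promoter-driven luciferase light; inactives centre near -14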
GSK3 alpha inh – inhibitors of human GSK-3 alpha kinase; ADP-Glo luminescence, 60 min; inhibition, % at 10 µM; 0.1% of 320,000 active;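 in the data active means inhibition above about 50%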;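 further: GST-tagged GSK-3 alpha with peptide substrate and 25 µM ATP; 0% = DMSO neutral wells and 100% = GW8510 positive control wells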
Target sequence (P49840 whole entry, looked up): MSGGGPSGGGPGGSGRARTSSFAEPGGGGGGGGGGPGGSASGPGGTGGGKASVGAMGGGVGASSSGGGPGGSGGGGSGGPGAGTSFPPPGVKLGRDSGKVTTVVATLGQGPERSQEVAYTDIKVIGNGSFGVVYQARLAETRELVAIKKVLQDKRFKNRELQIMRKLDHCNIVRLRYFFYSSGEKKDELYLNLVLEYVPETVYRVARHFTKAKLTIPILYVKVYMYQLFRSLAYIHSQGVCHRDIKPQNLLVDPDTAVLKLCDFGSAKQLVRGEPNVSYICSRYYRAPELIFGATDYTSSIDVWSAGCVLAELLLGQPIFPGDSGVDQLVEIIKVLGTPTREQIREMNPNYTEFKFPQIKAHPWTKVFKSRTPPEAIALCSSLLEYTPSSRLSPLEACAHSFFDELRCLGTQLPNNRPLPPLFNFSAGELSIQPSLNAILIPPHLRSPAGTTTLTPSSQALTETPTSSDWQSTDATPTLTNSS
IEC-6 cytotox – kills IEC-6 intestinal cells in KLF5 counter-screen; 0.78% of 290,000 active; inhibition, % at 5 µM; IEC-6 cytotoxicity, luminescence viability; AID 1825; in the data active means inhibition above about 22%;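 further: 0% = plate median of test compound wells and 100% = cytotoxic reference compound wells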
aSyn 5UTR inh – MLPCN primary screen, SNCA 5' untranslated region; alpha-synuclein 5'UTR reporter, inhibitor activity; inhibition, % (tested at 7.5 µM); 0.82% of 300,000 active; AID 1813; in the data active means inhibition above about 60%;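 further: H4 neuroglioblastoma cells stably carrying SNCA 5'UTR luciferase fusion; 0% = DMSO wells and 100% = positive control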
HSF-1 act – increases HSF-1 driven luciferase reporter signal | 1.7% of 300,000 active | activation, % at 9 µM | NIH3T3-HGL HSF-1 luciferase reporter, MG132, 8 h; 100% = twice DMSO control signal;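 active means mean replicate activation of at least 50% with a set share of replicates each reaching 50%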;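 further: 0% = median of the neutral control wells and 100% = twice that signal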
An asterisk follows results filed as active; i = inactive; x = not tested or not shown. A portion of the library; count on the stated rates, not on these rows.

| canonical_smiles | HSP90 refold inh | GSK3 alpha inh | aSyn 5UTR inh | HSF-1 act | AI-2 QS mod | IEC-6 cytotox | HSF1 inhib | KLF5 inh | PolyA inh | GSK3beta inhib |
| --- | --- | --- | --- | --- | --- | --- | --- | --- | --- | --- |
| CSc1nc2ccc(S(=O)(=O)NC3CCCCC3)cc2s1 | 0 | 1 | -20 | 7 | 4 | 5 | -4 | -27 | i | 1 |
| CC(=O)c1c(C)oc2c1C(=O)c1ccccc1C2=O | 2 | -2 | -62 | 8 | -2 | 3 | 7 | -12 | i | 2 |
| COc1ccc(CNC(=O)COC(=O)CCC(=O)c2cccs2)cc1 | 3 | -1 | -8 | 4 | 24 | -6 | -4 | -4 | i | 3 |
| COc1ccc(-c2c3c(nc4sc5c(=O)[nH]c(C)nc5c24)CCC3)cc1 | 2 | 18 | 44 | -6 | 17 | -4 | -6 | -23 | i | 1 |
| CC(=O)Nc1ccc(S(=O)(=O)N(C)CC(=O)OCC(=O)N(C)C2CCS(=O)(=O)C2)cc1 (stereo unspecified) | x | 1 | -8 | 0 | 23 | x | -3 | x | x | -3 |
| O=C(N1CCCCC1)N1CCC(c2nc3ccccc3[nH]2)CC1 | 8 | -3 | 12 | -17 | 12 | 4 | -1 | -29 | i | -7 |
| COCCCN1C(=O)N(c2ccc(F)cc2)C(=O)C1CC(=O)Nc1ccc(OC)cc1 (stereo unspecified) | 1 | -4 | 0 | 7 | 17 | 4 | -4 | -11 | i | -1 |
| O=C(CN1C(=O)NC2(CCCC2)C1=O)Nc1cc(S(=O)(=O)N2CCOCC2)ccc1OCC(F)(F)F | 4 | -1 | -5 | -2 | 17 | 5 | -6 | -7 | i | -4 |
| CCC(=O)Nc1ccc(NC(=O)CCc2ccccc2)cn1 | -3 | -4 | 15 | 6 | 3 | -7 | 0 | -10 | i | 1 |
| O=C(COC(=O)c1cc([N+](=O)[O-])ccc1NCCO)Nc1cccc(S(=O)(=O)N2CCCC2)c1 | x | -1 | 6 | -3 | x | x | -4 | x | x | x |
| COc1cc(OC)cc(C(=O)O/N=C(\N)c2cccc(C)c2)c1 | -1 | 0 | -81 | 24 | 25 | -1 | 15 | -123 | i | 3 |
| CCCC1=Nc2cc(C(=O)NCc3ccco3)ccc2Sc2ccccc21 | -3 | 1 | 88* | 6 | 6 | 63* | -1 | 48 | i | 1 |
| CCCn1nc(Oc2nc(N(C)C)nc(N(C)C)n2)ccc1=O | -2 | -2 | 13 | -2 | 10 | 3 | -4 | 4 | i | -3 |
| CC(C)(C)NC(=O)c1cc(NC(=O)c2ccco2)cc(NC(=O)c2ccco2)c1 | 5 | 2 | 14 | 10 | 14 | 4 | 4 | 3 | i | -1 |
| CC1CN(C(=O)c2cc(S(=O)(=O)N3CCCC3)c(Cl)cc2Cl)CC(C)O1 (stereo unspecified) | 0 | 0 | 1 | 0 | 16 | -2 | -2 | 11 | i | 4 |
| O=C(c1cc(S(=O)(=O)N2CCOCC2)ccc1F)N(CCc1ccccc1)Cc1ccccc1 | x | -3 | 18 | 23 | 2 | x | 14 | x | i | -1 |
| CN(Cc1cn(C)nc1-c1cccc(Cl)c1)CC1CCCCO1 (stereo unspecified) | -3 | 1 | -2 | 3 | 19 | 5 | -5 | -7 | i | 1 |
| O=C(Nc1ccc(Br)cc1)/C(=C/c1cccc([N+](=O)[O-])c1)NC(=O)C1CCCCC1 | -1 | -1 | 33 | -6 | 15 | 5 | 0 | -26 | i | 3 |
| CCC(CC)c1nnc(NC(=O)CCc2ccccc2OC)s1 | 2 | -1 | 6 | -19 | 12 | 2 | -3 | -31 | i | -22 |
| CC1CCc2c(sc3ncnc(NCc4cccnc4)c23)C1 (stereo unspecified) | 4 | 4 | -5 | 11 | 8 | -2 | 18 | -6 | i | -1 |
| COc1ccc(S(=O)(=O)N(CCc2ccccc2)CC(=O)O)cc1OC | 5 | -1 | 10 | -12 | 11 | -3 | -15 | -24 | i | 3 |
| COCCNC(=O)c1cccc(Nc2nc(-c3ccccc3)c3cc(Cl)ccc3n2)c1 | -2 | -1 | 2 | -5 | 8 | -4 | -3 | -16 | i | -1 |
| C#CCN1CC(C)/C(=N/O)CC1C (stereo unspecified) | 0 | 1 | 20 | -3 | 16 | -9 | -3 | -15 | i | -3 |
| O=S(=O)(c1ccc(Nc2ccc3c(c2)OCO3)nc1)N1CCOCC1 | 0 | -1 | 6 | -8 | -25 | -1 | -4 | 8 | i | 1 |
| CCOCCCNC(=O)c1ccc(NC(=O)C2=CSCCO2)cc1 | -1 | -1 | 20 | 12 | 5 | -2 | -7 | -29 | i | 2 |
| O=C(CSc1ccc2nnc(-c3ccccc3)n2n1)NCc1ccc2c(c1)OCO2 | -2 | -2 | 2 | 4 | 5 | -2 | -1 | -15 | i | -2 |
| COc1ccc(NC(=O)c2cccnc2)cc1 | 23* | 0 | -43 | -5 | 14 | 2 | 6 | -22 | i | 0 |
| Cn1c(SCc2cccc(Br)c2)nnc1-c1ccncc1 | -5 | 4 | -31 | 3 | 22 | -4 | -3 | -21 | i | 5 |
| Cc1[nH]c2ccc(F)cc2c(=O)c1SC(F)(F)C(F)F | -2 | 0 | 34 | 7 | 4 | -3 | -1 | 21 | i | -3 |
| CCOC(=O)C1CCCN(C(=O)COC(=O)c2cc(=O)c3ccccc3o2)C1 (stereo unspecified) | 6 | 1 | 16 | 8 | 19 | 2 | -1 | -23 | i | -1 |

Full records as entered above.
CC1CN(C(=O)c2cc(S(=O)(=O)N3CCCC3)c(Cl)cc2Cl)CC(C)O1 (stereo unspecified) in the list: HSP90 refold inh: 0; GSK3 alpha inh: 0; aSyn 5UTR inh: 1; HSF-1 act: 0; AI-2 QS mod: 16; IEC-6 cytotox: -2; HSF1 inhib: -2; KLF5 inh: 11; PolyA inh: i; GSK3beta inhib: 4
COc1ccc(NC(=O)c2cccnc2)cc1 in the list: HSP90 refold inh: 23*; GSK3 alpha inh: 0; aSyn 5UTR inh: -43; HSF-1 act: -5; AI-2 QS mod: 14; IEC-6 cytotox: 2; HSF1 inhib: 6; KLF5 inh: -22; PolyA inh: i; GSK3beta inhib: 0
O=C(CSc1ccc2nnc(-c3ccccc3)n2n1)NCc1ccc2c(c1)OCO2 in the list: HSP90 refold inh: -2; GSK3 alpha inh: -2; aSyn 5UTR inh: 2; HSF-1 act: 4; AI-2 QS mod: 5; IEC-6 cytotox: -2; HSF1 inhib: -1; KLF5 inh: -15; PolyA inh: i; GSK3beta inhib: -2

More structures follow:
| canonical_smiles | HSP90 refold inh | GSK3 alpha inh | aSyn 5UTR inh | HSF-1 act | AI-2 QS mod | IEC-6 cytotox | HSF1 inhib | KLF5 inh | PolyA inh | GSK3beta inhib |
| --- | --- | --- | --- | --- | --- | --- | --- | --- | --- | --- |
| O=C(NNC(=O)c1cc2c(s1)CCCC2)c1ccccc1 | 3 | -3 | -80 | 5 | 20 | -7 | -1 | -60 | i | -3 |
| O=C(NCc1n[nH]c(=S)n1-c1ccc(Cl)c(Cl)c1)c1ccc(S(=O)(=O)N2CCOCC2)cc1 | -5 | -2 | -22 | 9 | 15 | 1 | 5 | -22 | i | -1 |
| CC(=O)c1ccc2oc3ccccc3c(=O)c2c1 | -9 | -2 | -81 | -1 | 35 | -4 | -1 | -116 | i | 2 |
| CC(=O)c1c(C)[nH]c(C(=O)OCc2ccc([N+](=O)[O-])cc2)c1C | -3 | 1 | -52 | 30 | 7 | -14 | 12 | -64 | i | 3 |
| COCCN(C(=O)C(C)C)c1nnc(-c2cccc(C)c2)s1 | -2 | 2 | -4 | 0 | 4 | 1 | -2 | -20 | i | -6 |
| CCCCN(C(=O)c1ccc(C#N)cc1)c1c(N)n(CCC)c(=O)[nH]c1=O | -3 | -1 | -6 | 3 | 16 | -7 | 3 | -20 | i | -2 |
| Cc1ccccc1NC(=O)NCCc1c[nH]c2ccccc12 | -3 | -1 | -8 | -1 | 9 | 5 | -1 | -15 | i | -1 |
| COc1ccc(NC(=O)Cc2nnc(SCC(=O)Nc3cc(C)ccc3OC)n2C)cc1 | 3 | 1 | 33 | 34 | 7 | 11 | -1 | -13 | i | -1 |
| CCN(C(=O)COC(=O)/C=C/c1ccc(O)c(OC)c1)C1CCS(=O)(=O)C1 (stereo unspecified) | -6 | -1 | -24 | -10 | -7 | 0 | -10 | -6 | i | -2 |
| O=C(NCCCn1ccnc1)/C(=C/c1ccco1)NC(=O)c1cccs1 | -7 | -5 | 17 | 10 | 24 | -7 | 3 | 6 | i | -12 |
| CCn1c(N)c(C(=O)NCc2ccco2)sc1=S | -1 | -2 | -14 | 16 | 10 | -1 | 2 | 2 | i | 3 |
| Cc1ccc(NC(=S)NC(=O)/C=C/c2ccco2)c(O)c1 | 8 | -2 | -49 | -7 | -10 | 2 | -10 | -45 | i | -1 |
| COC(=O)c1cc(S(=O)(=O)Nc2cccc(C)c2C)cn1C | -1 | 0 | 6 | 11 | 9 | -6 | 3 | -18 | i | 3 |
| O=C(CNS(=O)(=O)c1ccccc1)OCC(=O)c1ccc(F)cc1 | -3 | 0 | -10 | 11 | x | 0 | -2 | -6 | i | x |
| Cc1cccc(S(=O)(=O)Nc2ccc3c(c2)OCCO3)c1 | -2 | 0 | 1 | -1 | 13 | 4 | 6 | -1 | i | -2 |
| Clc1ccc(OCCSc2nnnn2C2CCCCC2)cc1 | -4 | -3 | -25 | 15 | 8 | -4 | 20 | -50 | i | 0 |
| O=C(O)CCCC(=O)N(Cc1ccccc1)Cc1ccccc1 | -3 | 1 | 40 | 2 | 4 | -7 | -6 | -11 | i | 4 |
| COc1ccc(/C=C(/NC(=O)c2ccc([N+](=O)[O-])cc2)C(=O)NC(C)(C)C)cc1 | 2 | -1 | 19 | -7 | 18 | -2 | 0 | 0 | i | 1 |
| Cc1cc(C)nc(SCCS(=O)Cc2ccc(Cl)cc2)n1 (stereo unspecified) | 0 | -1 | 10 | 4 | 17 | -5 | 10 | -30 | i | 2 |
| CCOC(=O)c1ccc(NC(=S)Nc2ccccn2)cc1 | -3 | 6 | -137 | 39 | 19 | -4 | 19 | -23 | i | 0 |
| Cn1cccc1Cc1nnc(SCC(=O)Nc2ccc3c(c2)OCO3)n1-c1ccc(F)cc1 | -5 | -3 | 12 | 18 | 5 | -5 | 3 | 8 | i | -1 |
| Cn1cc(C(=O)NCc2ccccc2F)cn1 | 0 | -2 | -15 | -7 | 11 | 0 | 0 | -11 | i | 2 |

Looked up by compound from above:
| canonical_smiles | HSP90 refold inh | GSK3 alpha inh | aSyn 5UTR inh | HSF-1 act | AI-2 QS mod | IEC-6 cytotox | HSF1 inhib | KLF5 inh | PolyA inh | GSK3beta inhib |
| --- | --- | --- | --- | --- | --- | --- | --- | --- | --- | --- |
| O=C(Nc1ccc(Br)cc1)/C(=C/c1cccc([N+](=O)[O-])c1)NC(=O)C1CCCCC1 | -1 | -1 | 33 | -6 | 15 | 5 | 0 | -26 | i | 3 |
| COc1cc(OC)cc(C(=O)O/N=C(\N)c2cccc(C)c2)c1 | -1 | 0 | -81 | 24 | 25 | -1 | 15 | -123 | i | 3 |

Assay outcomes deposited in PubChem by several laboratories.
